M. tuberculosis HTS – M. tuberculosis growth inhibition, HTS (AID 449762) | M. tuberculosis H37Rv growth inhibition, 7H9 media; higher % means a stronger effect | inhibition, % at 25 µM; hits with a dose series show IC50 in µM | 330,000 compounds, 0.59% hits; in the data active = a potency from the dose series; inconclusive = inhibition above about 70% without an active follow-up result;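 note: bacterial growth assessed after seven days of incubation; strong numbers were not always called active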
M. tuberculosis – growth inhibition of non-replicating M. tuberculosis (AID 488890); Mycobacterium tuberculosis non-replicating, growth inhibition; higher % means a stronger effect; inhibition, % at 25 µM, or IC50 in µM where a hit was titrated; 320,000 compounds, 0.39% hits; in the data active = a potency from the dose series; inconclusive = inhibition mostly from about 82% at the one dose, without a potency; inactive = the rest, 99 in 100 with inhibition below about 76%;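 note: plate controls were DMSO cells for no effect and high antibiotic wells for full effect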
influenza NS1A – H1N1 influenza NS1A inhibitors, functional cell based assay (AID 504329); NS1A functional cell-based assay, percent inhibition; higher % means a stronger effect; inhibition, % at 12.5 µM, or IC50 in µM where a hit was titrated; 340,000 compounds, 0.3% hits; in the data active = a potency from the dose series; inconclusive = inhibition above about 27% without an active follow-up result; note: strong numbers were not always called active
VEEV TC-83 Vero – inhibitors of VEEV TC-83 cytopathic effect, confirmation, Vero cells (AID 588727). Vero cells, VEEV TC-83 cytopathic effect inhibition; higher % means a stronger effect. 350,000 compounds, 0.13% hits. inhibition, % at 20 µM, or IC50 in µM where a hit was titrated; in the data active = a potency from the dose series; inconclusive = inhibition mostly from about 14% at the one dose, without a potency; inactive = the rest, 99 in 100 with inhibition below about 12%; note: strong numbers were not always called active
PhoP GFP inhibition – Inhibition of PhoP regulon, Salmonella typhi GFP reporter cells, confirmation, 4 h (AID 1850); Salmonella Typhi PhoP-promoter GFP reporter, fluorescence, 4 h; higher % means a stronger effect; inhibition, % at 50 µM; hits with a dose series show IC50 in µM; 310,000 compounds, 0.33% hits; in the data active = a potency from the dose series; inconclusive = inhibition mostly from about 25% at the one dose, without a potency; inactive = the rest, 99 in 100 with inhibition below about 19%;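 note: 0% = induced wells with vehicle and 100% = uninduced wells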
VEEV TC-83 Vero 10K pilot screen – second read-out of VEEV TC-83 Vero, no call of its own (marks repeat the call); inhibition, %; measured here: 10K pilot screen inhibition
Starred values were filed as active, the others as inactive; i = inactive; ? = inconclusive; nt = no result given.

SMILES	M. tuberculosis HTS	M. tuberculosis	influenza NS1A	VEEV TC-83 Vero	PhoP GFP inhibition	others
Cc1ccc(NC(=O)CCCCCN2C(=O)[C@@H]3Cc4ccccc4CN3C2=O)c(Cl)c1	?	-18.5%	-6.7%	6.7%	4.0%
COc1ccc(CNC(=O)Cn2cc(C(F)(F)F)ccc2=O)cc1	5.7%	-5.0%	-8.1%	10.6%	-3.1%
CC(=O)Nc1ccc(NC(=O)c2cccc(Oc3ccccc3)c2)cc1	1.4%	-3.9%	9.5%	2.2%	14.0%
COC(=O)c1cn(NC(=O)Cn2nc([N+](=O)[O-])c(Br)c2C)c(=O)c2ccccc12	1.4%	-5.9%	-2.9%	1.2%	-0.7%
COc1cccc(CN2CC(C(=O)NCCc3ccccc3C(F)(F)F)CCC2=O)c1 (centres undefined)	0.9%	-1.0%	1.2%	2.8%	1.0%
CCN(C(=O)CSc1ccc(S(=O)(=O)N2CCOCC2)cn1)c1ccccc1	-2.7%	8.8%	-1.9%	2.9%	nt
CCC1(C(=O)OC)NC(c2ccco2)C2C(=O)N(c3ccc(F)cc3)C(=O)C21 (centres undefined)	-1.6%	-4.3%	0.6%	1.4%	3.4%
Cc1ccc(C)c(NC(=O)CSc2ncnc3nc[nH]c23)c1	2.6%	-17.0%	-3.9%	3.6%	-3.5%
O=C(CNCc1cccc(Cl)c1)N1CCc2ccccc2C1	8.6%	17.1%	-4.8%	0.2%	13.3%
Clc1ccc(-c2nc3ccccc3[nH]2)cn1	0.1%	-3.0%	-5.6%	10.7%	-11.2%
Cc1ccc2nc(C)n(-c3ccc(F)cc3)c(=O)c2c1	-6.8%	4.2%	nt	1.9%	-10.3%
CCN(CC)S(=O)(=O)c1ccc(OC)c(N)c1	-1.7%	9.1%	0.1%	2.5%	1.6%
COc1ccccc1N(C(=O)c1cncc(Br)c1)c1nc(-c2ccc(C)cc2)cs1	2.4%	6.5%	-0.4%	4.3%	0.1%
COc1ccccc1Nc1nnc(SCC2CCCCO2)s1 (centres undefined)	-3.6%	25.7%	-5.5%	6.6%	10.1%
CCN(C(=O)c1ccccc1)c1ccc([N+](=O)[O-])cc1	-7.3%	-5.9%	-5.8%	0.8%	1.0%
COc1ccc(/C(O)=C2/C(=O)C(=O)N(CCCN(C)C)C2c2cccc(Cl)c2)cc1OC (centres undefined)	-2.4%	-17.0%	-14.3%	1.3%	-1.6%
O=C(CN1CCCN(S(=O)(=O)c2ccc(Br)s2)CC1)Nc1ccc(Cl)cc1	65.6%	14.8%	-7.6%	3.7%	15.1%
O=S(=O)(c1ccc2nc(-c3ccccc3)[nH]c2c1)N1CCN(c2cccc(Cl)c2)CC1	-2.6%	4.4%	-6.3%	2.4%	-3.8%
COc1cc(OC)c2c(c1)C(=O)c1cc(OC)cc(OC)c1C2=O	-7.6%	-1.1%	8.9%	0.8%	-1.1%
O=C1CCCN1c1ccc(Br)cc1	-0.9%	-1.1%	1.6%	1.4%	-8.3%
Cc1ccc(NC(=O)CN2C(=O)CNC2=O)cc1	-1.6%	-4.3%	5.0%	0.7%	-5.4%
O=C(/C=C/NCc1cccnc1)C(F)(F)C(F)(F)F	-0.9%	-5.6%	4.2%	i	-26.1%
COc1ccc(C(CNC(=O)CN2C(=O)NC3(CCCC3)C2=O)N(C)C)cc1 (centres undefined)	4.3%	-3.2%	31.9%	i	-2.2%
Cc1ccc(S(=O)(=O)NCC(=O)N(CC(=O)NC2CCCCC2)CC2CCCO2)cc1 (centres undefined)	-0.4%	3.7%	4.8%	2.2%	-1.1%
Cc1ccccc1-c1nc(CS(=O)(=O)CC(=O)N2CCc3ccccc32)c(C)o1	-0.3%	-24.2%	0.3%	0.0%	-4.0%
COc1ccccc1NC(=O)CN1CCN(c2ccccc2F)CC1	-3.5%	24.3%	-23.7%	6.7%	0.3%
Cc1nc(SCC(=O)NCC2CCCO2)c2cc(-c3ccccc3)sc2n1 (centres undefined)	10.7%	24.5%	4.2%	?	nt
CN(C)c1ccc(C(=S)N2CCN(C(=S)Nc3ccccc3)CC2)cc1	-5.5%	5.0%	7.0%	0.8%	-7.4%
CCCC(=O)Nc1nc2c(OC)ccc(OC)c2s1	-5.6%	-5.4%	5.3%	7.8%	-3.9%
CCOC(=O)N1CCC(Nc2cccc(SC)c2)CC1	-3.5%	7.0%	1.1%	0.7%	-8.8%

Entries from the list above that have four or more nitrogen atoms:
SMILES	M. tuberculosis HTS	M. tuberculosis	influenza NS1A	VEEV TC-83 Vero	PhoP GFP inhibition	others
COC(=O)c1cn(NC(=O)Cn2nc([N+](=O)[O-])c(Br)c2C)c(=O)c2ccccc12	1.4%	-5.9%	-2.9%	1.2%	-0.7%
Cc1ccc(C)c(NC(=O)CSc2ncnc3nc[nH]c23)c1	2.6%	-17.0%	-3.9%	3.6%	-3.5%
O=S(=O)(c1ccc2nc(-c3ccccc3)[nH]c2c1)N1CCN(c2cccc(Cl)c2)CC1	-2.6%	4.4%	-6.3%	2.4%	-3.8%
COc1ccc(C(CNC(=O)CN2C(=O)NC3(CCCC3)C2=O)N(C)C)cc1 (centres undefined)	4.3%	-3.2%	31.9%	i	-2.2%
CN(C)c1ccc(C(=S)N2CCN(C(=S)Nc3ccccc3)CC2)cc1	-5.5%	5.0%	7.0%	0.8%	-7.4%

Further entries
SMILES	M. tuberculosis HTS	M. tuberculosis	influenza NS1A	VEEV TC-83 Vero	PhoP GFP inhibition	others
O=C(c1cnn2c1NC(c1ccco1)CC2C(F)(F)F)N1CCN(c2cccc(Cl)c2)CC1 (centres undefined)	-4.0%	8.7%	2.0%	7.6%	-4.9%
CCN(CC(=O)Nc1ccc2c(c1)OCCO2)C(=O)C1CCCCC1	-11.8%	-4.6%	1.8%	2.6%	4.7%	VEEV TC-83 Vero 10K pilot screen=1.2
COC(=O)C1(C(C[N+](=O)[O-])c2ccc(C)cc2)C(=O)NCC1c1ccco1 (centres undefined)	-3.0%	13.0%	nt	1.1%	-1.3%
COc1ccc2sc(N(CCCN(C)C)C(=O)c3ccc(S(=O)(=O)N4CCc5ccccc5C4)cc3)nc2c1	-2.0%	-12.4%	16.1%	8.1%	43.3%
Cc1sc2ncnc(N3CCC(C(=O)Nc4sc5c(c4C(N)=O)CCC(C)C5)CC3)c2c1C (centres undefined)	58.6%	35.8%	3.8%	7.1%	nt
COc1ccc(C(=O)N(CC(=O)NC(C)(C)C)c2ccc3c(c2)OCCO3)cc1OC	-7.1%	0.3%	0.9%	i	5.3%
CCOC(=O)N1CCN(C(=O)c2ccc3c(c2)N=C(C)c2cc(Cl)ccc2S3)CC1	68.0%	39.3%	2.9%	1.1%	-13.8%
O=C(Nc1cccc(Cl)c1Cl)C1CCCC1	0.1%	18.1%	-9.9%	i	7.6%
COc1ccc(C2(CNC(=O)CCC(=O)O)CCCC2)cc1	0.4%	-7.7%	-12.8%	1.3%	10.1%
Cc1ccc(OCC(=O)NCCNC(=O)c2ccncc2)cc1C	5.3%	-17.6%	0.8%	1.4%	-9.1%
CCOc1nc2cnccc2n(CC(=O)Nc2ccccc2F)c1=O	-9.6%	0.2%	4.3%	0.3%	4.1%
O=C(N=Nc1c(O)[nH]c2ccccc12)c1cccs1	16.2%	6.6%	-18.7%	2.0%	-6.1%
COc1cc(NC(=O)COC(=O)CNC(=O)C23CC4CC(CC(C4)C2)C3)cc(OC)c1	0.4%	-4.5%	2.3%	0.2%	nt
COc1ccc(N(CC(=O)Nc2cccc(C)c2C)S(=O)(=O)c2c(C)[nH]c(=O)[nH]c2=O)cc1	3.3%	13.8%	-10.5%	0.3%	-5.0%
CC(OC(=O)C1CC1C)C(=O)Nc1ccc(Cl)cn1 (centres undefined)	nt	nt	-1.9%	1.2%	nt
COc1ccc(NC(=O)C(CCSC)NC(N)=O)cc1NS(=O)(=O)c1ccc(F)cc1 (centres undefined)	-0.6%	-8.3%	-13.8%	0.9%	0.1%
COc1ccc(N=C(c2ccccc2)c2c(C)[nH]n(-c3ccccc3)c2=O)c(OC)c1	-5.8%	30.5%	15.3%	1.2%	-8.3%
C/C(=C1/C(=O)N(c2ccc([N+](=O)[O-])cc2)N=C1c1ccccc1)N(C)C	21.8µM*	?	nt	nt	-10.8%
CSc1nnc(C)c(=O)n1COC(=O)c1ccc(S(=O)(=O)N2CCOCC2)cc1	-4.3%	-23.3%	-8.5%	0.6%	-9.7%

A section of the results above, for reference:
SMILES	M. tuberculosis HTS	M. tuberculosis	influenza NS1A	VEEV TC-83 Vero	PhoP GFP inhibition	others
COc1ccc(N(CC(=O)Nc2cccc(C)c2C)S(=O)(=O)c2c(C)[nH]c(=O)[nH]c2=O)cc1	3.3%	13.8%	-10.5%	0.3%	-5.0%
CC(OC(=O)C1CC1C)C(=O)Nc1ccc(Cl)cn1 (centres undefined)	nt	nt	-1.9%	1.2%	nt
COc1ccc(NC(=O)C(CCSC)NC(N)=O)cc1NS(=O)(=O)c1ccc(F)cc1 (centres undefined)	-0.6%	-8.3%	-13.8%	0.9%	0.1%

High-throughput results as filed in PubChem BioAssay.
